# EBI2 block: EBI2 (human) antagonism; P32249; EBI2 beta-arrestin recruitment, luminescence, 7a,25-OHC stimulated; inhibition, % at 5 µM; 360,000 compounds, 0.81% hits; AID 651636; in the data active = inhibition above about 38%;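 note: enzyme fragment complementation signal reports receptor beta-arrestin coupling in cells; 0% = agonist plus DMSO wells and 100% = wells without agonist; some results beyond the cut were filed as inactive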
# SENP8 block: inhibitors of human SENP8 protease; purified SENP8, Z-RLRGG-aminoluciferin cleavage, luminescence; inhibition, % at 10 µM; Q96LD8; 330,000 compounds, 1.2% hits
# Target sequence (Q96LD8 whole entry, looked up): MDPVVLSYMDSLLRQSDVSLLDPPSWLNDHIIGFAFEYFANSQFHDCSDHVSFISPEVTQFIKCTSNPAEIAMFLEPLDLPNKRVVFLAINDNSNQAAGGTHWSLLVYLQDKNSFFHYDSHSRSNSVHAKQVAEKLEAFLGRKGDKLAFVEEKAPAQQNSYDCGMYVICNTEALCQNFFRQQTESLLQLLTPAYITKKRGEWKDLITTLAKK
# Apaf1 inhib: inhibitors of human Apaf-1 apoptosome; O14727; reconstituted apoptosome caspase-3 activity, DEVD-Rh110 fluorescence; inhibition, % at 20 µM; 330,000 compounds, 0.71% hits; active = inhibition of at least 40% at 20 µM;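 note: plate controls were DMSO wells for no effect and DEVD-CHO caspase inhibitor wells for full effect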
#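 Medium: Hepes buffer, pH 7.5 / System: biochemical Apaf-1 apoptosome reconstitution / Measured by: Rh110 fluorescence, excitation 480 nm, emission 540 nm / Times: compound with Apaf-1, dATP, procaspase-3 30 min, then 50 min reaction, room temperature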
# CCR6 antagonist: antagonists of human CCR6 receptor. 340,000 compounds, 0.49% hits. CHO-K1 CCR6 PathHunter beta-arrestin, luminescence, CCL20-stimulated. inhibition, % at 20 µM. P51684;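 active = compounds whose inhibition of the agonist-driven luminescence signal at 20 µM reaches about 50%, limit read from the data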;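 note: cells stimulated with CCL20 at 14 nM final; plate controls were DMSO with CCL20 for no effect and DMSO without agonist for full effect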
# Target sequence (P51684 whole entry, looked up): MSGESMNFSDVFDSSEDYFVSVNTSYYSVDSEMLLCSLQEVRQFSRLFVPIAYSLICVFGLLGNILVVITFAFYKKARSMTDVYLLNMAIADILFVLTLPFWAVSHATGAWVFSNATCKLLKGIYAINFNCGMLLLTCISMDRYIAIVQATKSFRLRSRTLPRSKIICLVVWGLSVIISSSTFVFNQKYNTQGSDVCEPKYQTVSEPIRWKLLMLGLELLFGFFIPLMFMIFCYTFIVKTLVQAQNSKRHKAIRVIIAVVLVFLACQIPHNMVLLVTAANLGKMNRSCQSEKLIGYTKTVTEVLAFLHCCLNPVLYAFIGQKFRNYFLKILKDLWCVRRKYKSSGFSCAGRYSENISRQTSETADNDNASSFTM
# UBC13 polyUb: human UBC13 polyubiquitination inhibition | P61088 | UBC13 polyubiquitin chain formation, TR-FRET | inhibition, % at 20 µM | 330,000 compounds, 0.47% hits; in the data active = inhibition above about 45%, passing the limit was not always enough; inconclusive = no clear call, values can overlap the other calls
# Target sequence (P61088 whole entry, looked up): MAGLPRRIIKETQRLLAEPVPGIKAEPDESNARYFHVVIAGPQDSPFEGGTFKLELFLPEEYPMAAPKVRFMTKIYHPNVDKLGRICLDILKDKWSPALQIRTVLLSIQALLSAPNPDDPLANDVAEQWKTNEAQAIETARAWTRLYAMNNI
# Jurkat NFkB inh: lowers PMA/ionomycin-induced NF-kB signal in Jurkat cells | PMA/ionomycin-induced NF-kB luciferase reporter, luminescence | inhibition, % at 4 µM | 330,000 compounds, 0.53% hits | AID 435003
# Gli-Sufu block: antagonists of Gli-Sufu signaling; AID 588413; Sufu-KO-LIGHT fibroblasts, Gli luciferase reporter luminescence; inhibition, % at 5 µM; 340,000 compounds, 0.74% hits;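 active = inhibition above about 55%, limit read from the data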;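 note: 0% = DMSO-treated cells and 100% = wells with medium but no cells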
# 697 NFkB inh: inhibitors of the PMA/ionomycin-induced NF-kB reporter in 697 B cells; 697 B-cell NF-kB luciferase reporter, 16 h; inhibition, % at 4 µM; 330,000 compounds, 0.33% hits; in the data active = inhibition above about 35%
# The depositor's hits bear a star; u = inconclusive. Cut-off read from the data, not from the text of the source, unless noted: active = inhibition above about 50%; inactive = the rest.
SMILES,EBI2 block,SENP8 block,Apaf1 inhib,CCR6 antagonist,UBC13 polyUb,Jurkat NFkB inh,Gli-Sufu block,697 NFkB inh
O=C(CN1CCOCC1)c1c[nH]c2ccccc12,-5,5,-2,17,-1,-6,2,7
Cc1ccc(C)c(C(=O)COC(=O)c2cccc(N3C(=O)c4c(C)nc5ccccc5c4C3=O)c2)c1,-2,4,5,-3,-13,-27,5,-43
Cc1cc(NC(=O)C(C)SCC(=O)OCC(=O)N(C)c2ccccc2)no1 (stereo unspecified),0,-6,-7,0,-5,12,-8,20
Cc1cc(C(N)=O)c2ccccc2n1,-12,0,-7,-4,-2,-8,-5,-7
CCc1cc2cc3c(cc2nc1SCC(=O)Nc1c[nH]c(=O)[nH]c1=O)OCO3,8,-1,6,12,-2,-7,-12,21
CCOc1ccc(N=Cc2ccc3ccccc3c2)cc1,-1,-16,0,-10,3,-10,0,6
CCCNC1=CC(=O)CC(C)(C)C1,-2,-6,5,10,-5,-1,5,7
O=C(CCn1cccc1)NCc1ccc(Cl)cc1,2,5,-9,-8,1,22,1,13
O=C(Nc1ccc(F)cc1)NC1CCN(Cc2ccccc2)CC1,-5,2,-14,17,13,12,28,12
O=S(=O)(c1ccccc1)c1ccc(C(F)(F)F)cn1,8,-2,-4,11,5,5,1,-11
CCn1c(SCC(=O)N2CCCC(C)C2)nnc1-c1ccco1 (stereo unspecified),-4,5,3,4,7,12,13,4
COc1ccc(C(=O)N2CCCN(C)CC2)cc1S(=O)(=O)N(C)Cc1ccccc1,-7,7,4,17,16,13,3,6
COc1ccc(N=C2C(=O)N3c4c(cccc42)C(C)=CC3(C)C)cc1,-2,7,16,50*,-30,17,-21,7
CC(C)(C)C(=O)NC1(C(F)(F)F)NC(=O)N(c2ccccc2F)C1=O (stereo unspecified),4,-9,-2,4,-4,-11,0,0
CC(NC(=O)c1ccco1)C(=O)OCc1cccc(Cl)c1 (stereo unspecified),-8,-15,1,-6,-6,-4,-6,-14
COc1ccc(N2C(=O)CC(N(C)CCc3ccc(OC)c(OC)c3)C2=O)cc1 (stereo unspecified),-9,8,-10,-11,9,5,3,14
CC1=C(C(=O)OC2CCCCC2)C(c2ccc(C)o2)C2=C(CCCC2=O)N1 (stereo unspecified),6,-9,13,0,1,-19,-4,-9
COC(=O)[C@@H](NC(=O)Nc1ccc(OC)cc1)C(C)C,-9,-4,-5,-9,-14,-7,2,7
Cc1cc[n+](CC(=O)c2cc3ccccc3oc2=O)cc1,-13,-11,5,0,-14,-4,16,-16
O=S1(=O)CCOC[C@H](Cc2ccccc2)N1Cc1ccc(F)cc1,9,-11,13,10,6,4,-4,-10
Cc1ccc2c(c1)-c1c(ssc1=S)C(C)(C)N2C(=O)CSC1=NCCS1,32,7,17,35,-16,-10,11,6
CCc1nnc(NS(=O)(=O)c2ccc(NC(=O)C(c3ccccc3)c3ccccc3)cc2)s1,9,3,12,12,1,-1,3,6
Cc1cc2ccccc2c(=O)n1CC(=O)NCC(=O)N1CCN(c2ccccc2F)CC1,1,5,0,25,-1,-4,1,3
Cc1cc(C)c2nc(-c3ccccn3)cc(C(=O)NCc3ccc(S(N)(=O)=O)cc3)c2c1,1,0,-4,24,12,-4,9,3
Cc1cccnc1NCC(O)COc1ccccc1 (stereo unspecified),4,0,-1,12,3,-13,2,19
Cc1ccc(CSCC(=O)N2CCN(c3ccccc3)CC2)cc1,5,-8,11,3,8,-2,2,8
CC(=O)N1CC(C)Sc2ccc(S(=O)(=O)NCc3ccc(F)cc3)cc21 (stereo unspecified),11,10,0,-7,-4,20,15,-26
COc1cc(NC(=S)NCCN2CCOCC2)cc(OC)c1,-7,0,0,10,-15,-16,4,-26
COCCCNC(=O)c1ccccc1SC,1,3,-20,1,-2,-3,-2,-19
O=C(N/N=C/c1ccncc1)c1cccc(NC(=O)c2ccc(Cl)cc2)c1,-5,2,-24,6,2,-7,7,7
Cc1csc(=O)n1CCC(=O)OCc1nnc(-c2ccc([N+](=O)[O-])cc2)o1,-13,4,-2,3,3,-16,-4,9
CCCC(=O)Nc1nc2c(C)c(Cl)ccc2s1,7,-12,11,10,7,-8,-37,-20
O=S(=O)(c1ccccc1)[C@@]1(c2ccc(Br)cc2)C[C@@H]2ON=C(c3cccc(Br)c3)[C@@H]2C1,15,-10,15,2,-7,7,8,4
CCN(CC)CCCNC(=O)CNC(=O)c1nn(-c2ccc(OC)cc2)c(=O)c2ccccc12,0,-2,-3,-7,0,-2,-10,10
CSc1cccc(NC(=O)C2CCN(S(=O)(=O)c3ccc(F)cc3)CC2)c1,22,-13,-2,5,-1,-6,-4,6
COc1ccc(C2CC(c3ccccc3)=NN2S(=O)(=O)c2ccc(C)cc2)c(OC)c1 (stereo unspecified),10,4,4,8,2,-23,51,-10
Cc1cc(OC(=O)c2c(C)cc(O)cc2O)cc(O)c1C(=O)O,0,37,6,-7,3,-12,-7,7
Cc1cc(C)c(C(=O)CSc2nc(C)cc(C)c2C(N)=O)c(C)c1,-16,0,4,-5,13,-10,-11,-19
O=C(NC1CCCN(Cc2ccc(Cl)cc2)C1)c1ccnc(Cl)c1 (stereo unspecified),-2,-10,8,-3,1,16,18,6
CS(=O)(=O)c1ccc(CNC(=O)C2(C(F)(F)F)C/C(=C/CCO)CCCO2)cc1 (stereo unspecified),-6,-4,-9,2,0,19,16,22
COc1ccc(C(=O)N2CCCC2(C#N)c2ccccc2)cc1[N+](=O)[O-] (stereo unspecified),1,10,4,8,-8,13,12,-32
COc1ccccc1C(=O)NC(=O)COC(=O)CNC(=O)c1ccc(Cl)c([N+](=O)[O-])c1,8,0,1,-10,19,13,-6,-17
Cc1ccnc(NC(=O)c2ccccc2NC(=O)C(C)(C)C)c1,0,1,1,4,5,33,1,-25
O=C(O)CCC(=O)OCCCc1cc2ccccc2c(=O)o1,0,-19,19,1,-10,-75,-14,6
NS(=O)(=O)c1ccc(CCNC(=O)/C=C/c2cccc([N+](=O)[O-])c2)cc1,11,4,0,-7,2,6,3,15
CC(NCc1ccc2c(c1)OCO2)C(=O)NC1CCCCC1 (stereo unspecified),15,-6,5,0,0,-9,-1,12
COc1cc(NC(=O)C/C(C)=N/NC(=O)c2cccs2)c(OC)cc1Cl,6,5,0,1,4,6,-8,11
CCOC(=O)C1=C(C)Nc2nc(C)nn2C1c1ccc(C)cc1 (stereo unspecified),-2,0,-1,13,2,5,45,2
Cc1ccc(CNC(=O)COC(=O)c2cnccn2)cc1,-4,6,-11,9,10,-7,1,24
Cc1nc2nc(SCC(N)=O)[nH]c2cc1Br,1,-2,3,-6,-4,-13,13,8

# Additional structures follow:
SMILES,EBI2 block,SENP8 block,Apaf1 inhib,CCR6 antagonist,UBC13 polyUb,Jurkat NFkB inh,Gli-Sufu block,697 NFkB inh
CCOc1ccc2c(c1)sc(=NC(=O)C1CC1)n2C,2,-11,10,6,-5,-109,-74,-161
O=C(CSc1nc2nn(-c3ccccc3)c(=O)c-2c2n1CCCCC2)Nc1cccc(F)c1,22,-4,0,21,1,11,8,17
COc1ccc(/C=C/C(=O)NC(=S)Nc2cc([N+](=O)[O-])ccc2O)cc1OC,-7,8,15,29,-69,-4,2,-7
Brc1cc2c(cc1Br)OCCOCCOCCOCCO2,9,-1,3,1,6,9,12,10
Cc1ccccc1NC(=O)CN1C(=O)S/C(=C/c2cccnc2)C1=O,-2,3,3,7,-10,-6,0,-1
CC(=O)Nc1nonc1NC(=O)CSc1ncn[nH]1,-12,0,-10,3,-1,-2,-1,8
CCCSc1nc(=O)n2cccc(C)c2n1,-8,-3,-14,-4,6,9,-7,12
CSc1ncc(Cl)c(C(=O)Nc2ccc(NC(C)=O)cc2)n1,-1,0,-15,10,0,1,5,28
O=C(CCc1ccc(S(=O)(=O)N2CCOCC2)cc1)Nc1cc(Cl)ccc1N1CCOCC1,0,1,6,-10,11,4,26,-9
Cc1ccc(S(=O)(=O)NCCC(=O)OCC(=O)NC(=O)c2cccn2C)cc1,-11,2,-21,9,21,4,-6,6

# Rewritten with values under each structure: part of the list above.
# Fields: EBI2 block	SENP8 block	Apaf1 inhib	CCR6 antagonist	UBC13 polyUb	Jurkat NFkB inh	Gli-Sufu block	697 NFkB inh
COc1ccccc1C(=O)NC(=O)COC(=O)CNC(=O)c1ccc(Cl)c([N+](=O)[O-])c1
→ 8	0	1	-10	19	13	-6	-17
Cc1ccnc(NC(=O)c2ccccc2NC(=O)C(C)(C)C)c1
→ 0	1	1	4	5	33	1	-25
O=C(O)CCC(=O)OCCCc1cc2ccccc2c(=O)o1
→ 0	-19	19	1	-10	-75	-14	6
NS(=O)(=O)c1ccc(CCNC(=O)/C=C/c2cccc([N+](=O)[O-])c2)cc1
→ 11	4	0	-7	2	6	3	15
CC(NCc1ccc2c(c1)OCO2)C(=O)NC1CCCCC1 (stereo unspecified)
→ 15	-6	5	0	0	-9	-1	12
COc1cc(NC(=O)C/C(C)=N/NC(=O)c2cccs2)c(OC)cc1Cl
→ 6	5	0	1	4	6	-8	11
CCOC(=O)C1=C(C)Nc2nc(C)nn2C1c1ccc(C)cc1 (stereo unspecified)
→ -2	0	-1	13	2	5	45	2
Cc1ccc(CNC(=O)COC(=O)c2cnccn2)cc1
→ -4	6	-11	9	10	-7	1	24
Cc1nc2nc(SCC(N)=O)[nH]c2cc1Br
→ 1	-2	3	-6	-4	-13	13	8
CCOc1ccc2c(c1)sc(=NC(=O)C1CC1)n2C
→ 2	-11	10	6	-5	-109	-74	-161
O=C(CSc1nc2nn(-c3ccccc3)c(=O)c-2c2n1CCCCC2)Nc1cccc(F)c1
→ 22	-4	0	21	1	11	8	17
COc1ccc(/C=C/C(=O)NC(=S)Nc2cc([N+](=O)[O-])ccc2O)cc1OC
→ -7	8	15	29	-69	-4	2	-7
Brc1cc2c(cc1Br)OCCOCCOCCOCCO2
→ 9	-1	3	1	6	9	12	10
Cc1ccccc1NC(=O)CN1C(=O)S/C(=C/c2cccnc2)C1=O
→ -2	3	3	7	-10	-6	0	-1
CC(=O)Nc1nonc1NC(=O)CSc1ncn[nH]1
→ -12	0	-10	3	-1	-2	-1	8
CCCSc1nc(=O)n2cccc(C)c2n1
→ -8	-3	-14	-4	6	9	-7	12
CSc1ncc(Cl)c(C(=O)Nc2ccc(NC(C)=O)cc2)n1
→ -1	0	-15	10	0	1	5	28
O=C(CCc1ccc(S(=O)(=O)N2CCOCC2)cc1)Nc1cc(Cl)ccc1N1CCOCC1
→ 0	1	6	-10	11	4	26	-9

# Continuation.
SMILES,EBI2 block,SENP8 block,Apaf1 inhib,CCR6 antagonist,UBC13 polyUb,Jurkat NFkB inh,Gli-Sufu block,697 NFkB inh
CC1CCc2[nH]c3ccc(C(=O)Nc4ccc(C(=O)N(C)C)cc4)cc3c2C1 (stereo unspecified),-2,1,12,-11,10,-20,-18,-14
Nc1c(C(=O)Nc2ccc(F)cc2)sc(=S)n1-c1ccccc1F,-6,-22,-2,14,13,-30,-41,-16
CCOc1ccc(-c2nnc3ccc(SC(C)C)nn23)cc1,2,-15,39,5,u,-8,4,-18
CCCNC(=O)C(Cc1ccc(Cl)cc1)NC(=O)c1ccc(C#N)cc1 (stereo unspecified),4,3,1,0,14,-14,0,12

# Exported as labelled records: entries from further up.
> COc1ccc(C2CC(c3ccccc3)=NN2S(=O)(=O)c2ccc(C)cc2)c(OC)c1 (stereo unspecified)
  EBI2 block: 10	SENP8 block: 4	Apaf1 inhib: 4	CCR6 antagonist: 8	UBC13 polyUb: 2	Jurkat NFkB inh: -23	Gli-Sufu block: 51	697 NFkB inh: -10

> Cc1cc(OC(=O)c2c(C)cc(O)cc2O)cc(O)c1C(=O)O
  EBI2 block: 0	SENP8 block: 37	Apaf1 inhib: 6	CCR6 antagonist: -7	UBC13 polyUb: 3	Jurkat NFkB inh: -12	Gli-Sufu block: -7	697 NFkB inh: 7

# Compound activity from PubChem BioAssay.

# Not all compounds are listed; rates above refer to the full screens.
